Screens (PubChem BioAssay)
ALOX12 inh: inhibitors of human 12S-lipoxygenase ALOX12; P18054; AID 1671190; 1.1% of 580,000 active; Potency, µM (highest dose often 108 µM), without a hit: at the top dose activity change, negative = inhibition, most hits filed as inhibitors; purified 12hLO, xylenol orange hydroperoxide absorbance; also: potency is read from the fitted curve at half-maximal effect; % is scaled to controls: 0 for no effect and ±100 for the full control effect
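Purified human 12hLO (150 nM final) in 25 mM Hepes, 0.01% Triton X-100, pH 7.0 was preincubated 15 min at room temperature with compound. Then 40 uM arachidonic acid was added, 30 min. Hydroperoxide was read by Fe-XO absorbance ratio 573/405 nm.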
JMJD2A Tudor: JMJD2A Tudor domain (human) inhibition. O75164. AlphaScreen JMJD2A-Tudor / H3K4me3 peptide binding. 4.4% of 390,000 active. Potency, µM (top dose mostly 114 µM), for inactives: at the highest dose activity change, negative = inhibition, hits mostly inhibitors; also: potency is read from the fitted curve at half-maximal effect; % is scaled to controls: 0 for no effect and ±100 for the full control effect; nearly all actives have a fitted effect of over 50% in size
BAZ2B inh: inhibitors of human BAZ2B bromodomain; Q9UIF8; 4.4% of 360,000 active; AlphaScreen BAZ2B-H3K14Ac peptide displacement; Potency, µM (top dose mostly 114 µM), without a hit: top-dose activity change, negative = inhibition, hits mostly inhibitors; also: potency is read from the fitted curve at half-maximal effect; % is scaled to controls: 0 for no effect and ±100 for the full control effect; nearly all actives have a fitted effect of over 60% in size
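Inhibition is scored as reduced AlphaScreen emission. The BAZ2B/b-H3(5-23)K14Ac complex (50 nM each) in PBS pH 7.4, 0.01% Tween-20 meets compound (up to 110 uM) for 30 min at RT before bead addition.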
PI4K2A block: blocks human PI4K2A kinase activity | Q9BTU6 | purified PI4K2A, ADP-Glo luminescence, 1 h; stronger effect = lower value | activity change, negative = inhibition, % at 76.9 µM | 0.13% of 420,000 active | AID 1346378; in the data active = activity change below about -50%; inconclusive = mostly about -30% to -49%;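 also: -100% = wells without enzyme as full effect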
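PI4K2A activity was measured by ADP-Glo luminescence: enzyme (4 ug/mL stock) and phosphatidylinositol (1.2 mM stock) in Tris pH 7.5/MgCl2/EGTA/Triton X-100 buffer were reacted with ATP (300 microM stock) for one hour at ambient temperature.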
GLS inh: blocks human kidney-isoform glutaminase activity. O94925. GLS enzymatic activity, qHTS titration. Potency, µM (top dose mostly 45.5 µM), for inactives: top-dose activity change, negative = inhibition, hits mostly inhibitors. 0.21% of 410,000 active. AID 624170; also: potency is read from the fitted curve at half-maximal effect; % is scaled to controls: 0 for no effect and ±100 for the full control effect
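hKGA in 45 mM KH2PO4 pH 8.2, 0.02% Tween-20 with pin-transferred compounds; 1 mM L-glutamine (stock) plus glutamate oxidase/HRP/Amplex Red coupling added. Fluorescence read initially and after 30 min at RT.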
HP1b chromo inh: blocks HP1-beta chromodomain binding to methylated histone tails | 0.56% of 390,000 active | Potency, µM (top dose mostly 114 µM), without a hit: at the top dose activity change, negative = inhibition, usual class: inhibitors | AlphaScreen HP1-beta / biotin-H3K9me3 peptide binding | P83916; also: potency is read from the fitted curve at half-maximal effect; nearly all actives have a fitted effect of over 70% in size; inactives centre near 23
Target sequence (P83916 whole entry, looked up): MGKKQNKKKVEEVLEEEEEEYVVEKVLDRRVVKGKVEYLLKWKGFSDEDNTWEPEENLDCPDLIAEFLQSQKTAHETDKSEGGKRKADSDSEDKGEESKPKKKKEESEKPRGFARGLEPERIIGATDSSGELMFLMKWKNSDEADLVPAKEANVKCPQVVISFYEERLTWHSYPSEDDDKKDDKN
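AlphaScreen: HP1-beta (50 nM) preformed 30 min with biotin-H3(1-18)K9me3 peptide (50 nM) in PBS pH 7.4, 0.01% Tween-20. Compound added for 30 min at RT, then streptavidin donor/nickel chelate acceptor beads (10 ug/mL) for 30 min.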
ERG-DNA inh: blocks human ERG Ets domain binding to DNA. Potency, µM (titrated, usually from 76.9 µM), without a hit: at the highest dose FP activity, negative = inhibition, usual class: inhibitors. fluorescence polarization, His-ERG Ets domain / labelled DNA. 0.028% of 370,000 active. AID 624246; active = well fitted inhibition curve with a large enough effect in the polarisation, with a control signal flat; inconclusive = small, poorly fitted or top-dose-only effect, or effect the other way, or a change in a side signal; inactive = no such curve, though single readings can be large or run the other way; the % refers to the polarisation;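 also: polarization taken with two DNA probes labelled with fluorescein and Texas red; potency is read from the fitted curve at half-maximal effect; % of control where 0% means no effect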
Target sequence (P11308 whole entry, looked up, the tested form may be a part): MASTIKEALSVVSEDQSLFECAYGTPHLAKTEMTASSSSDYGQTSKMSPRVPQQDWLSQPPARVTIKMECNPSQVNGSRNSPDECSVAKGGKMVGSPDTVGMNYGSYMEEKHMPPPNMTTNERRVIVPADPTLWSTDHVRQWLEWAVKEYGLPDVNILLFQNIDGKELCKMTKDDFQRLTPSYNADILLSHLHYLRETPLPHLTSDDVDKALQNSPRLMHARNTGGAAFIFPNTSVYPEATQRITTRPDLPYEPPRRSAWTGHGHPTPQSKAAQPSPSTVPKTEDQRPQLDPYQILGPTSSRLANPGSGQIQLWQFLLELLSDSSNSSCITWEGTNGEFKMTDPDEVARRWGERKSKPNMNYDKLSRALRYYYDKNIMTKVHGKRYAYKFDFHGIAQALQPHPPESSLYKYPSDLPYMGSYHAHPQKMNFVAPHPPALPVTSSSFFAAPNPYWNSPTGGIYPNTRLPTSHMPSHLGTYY
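His-tagged ERG Ets domain (1 uM in the protein solution; 300mM KCl, 50mM Tris-HCl, 1mM EDTA, 1mM DTT, pH 7.5) received compound, then a probe mix of 5 nM fluorescein-DNA and 100nM Texas-615-DNA. Fluorescence polarization was read for both dyes.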
RGS4 inh: human RGS4 inhibition | Transcreener GDP fluorescence polarization, RGS4-accelerated GTP hydrolysis | AID 504845 | 0.039% of 390,000 active | Potency, µM (titrated, usually from 114 µM), for inactives: at the highest dose activity change, negative = inhibition, actives largely listed as inhibitors | P49798; also: potency is read from the fitted curve at half-maximal effect; % is scaled to controls: 0 for no effect and ±100 for the full control effect; nearly all actives have a fitted effect of over 75% in size; some results filed as inactive show a strong effect at the top dose
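MLSMR compounds (23 nl, pin-transferred) preincubated 10 min at room temperature with a 500nM (2x) first reagent, then RGS4 at 900nM (2x) plus Transcreener GDP mix added; fluorescence polarization (620/688 nm) read before and after 90 min at 30 °C.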
G9a inh: blocks human histone lysine methyltransferase G9a; Potency, µM (titrated, usually from 102 µM), for the others: top-dose activity, negative = inhibition, hits mostly inhibitors; G9a H3K9 monomethylation, AlphaScreen, 2 h; Q96KQ7; 8.8% of 350,000 active; also: potency is read from the fitted curve at half-maximal effect; % is scaled to controls: 0 for no effect and ±100 for the full control effect; nearly all actives have a fitted effect of over 75% in size
Target sequence (Q96KQ7 913-1193 limits assumed): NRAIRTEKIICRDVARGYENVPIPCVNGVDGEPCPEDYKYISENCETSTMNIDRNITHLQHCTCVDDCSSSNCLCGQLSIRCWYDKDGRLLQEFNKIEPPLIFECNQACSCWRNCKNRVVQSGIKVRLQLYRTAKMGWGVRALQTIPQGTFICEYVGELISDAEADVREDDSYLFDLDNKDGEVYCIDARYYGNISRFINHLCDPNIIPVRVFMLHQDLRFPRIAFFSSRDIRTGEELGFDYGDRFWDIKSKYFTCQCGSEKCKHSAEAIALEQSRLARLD
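Chemiluminescent proximity detection of H3K9 monomethylation, read after 10 min bead incubation in the dark. Reaction: 20 nM G9a, 500 nM biotin-H3K9 peptide, 20 uM SAM cofactor, 2 h, room temperature, following 15 min enzyme-compound preincubation.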
Active calls of the source: *; u = inconclusive; x = no result given; [ ] = another dose, or the depositor's remark. Unless noted, calls follow the shape of the dose curve; as a rule, active = well fitted curve in the direction sought with a large enough effect; inconclusive = small, poorly fitted or top-dose-only effect, or another doubt; inactive = no such curve, though single readings can be large; an effect the other way counts as inactive or inconclusive. These rows are one share of the data; rates above refer to the full screens.

SMILES	ALOX12 inh	JMJD2A Tudor	BAZ2B inh	PI4K2A block	GLS inh	HP1b chromo inh	ERG-DNA inh	RGS4 inh	G9a inh
CCN(CC)C(=O)c1nc[nH]c1C(=O)N1CCN(C(=O)OC(C)(C)C)CC1	-6%	-11%	2%	15	5%	11%	-5%	15%	3%[2.33 µM]
N#CCCN1CCN(S(=O)(=O)c2ccc(S(=O)(=O)NCc3ccccc3)cc2)CC1	374%[activator]	1%	8%	-5	0%	49%[activator]	0%	-4%	4%[59 µM]
Fc1ccc(Cc2cn3cc(-c4ccccc4)nc3s2)cc1	-16%	-14%	-12%	-18	0%	20%	0%	31%	-1%[59 µM]
COc1cccc(C(=O)NNC(=O)c2ccc(NS(=O)(=O)c3cccs3)cc2)c1OC	2%	-6%	1%	0	21%	14%	15%	-7%	4%
CCC(Oc1ccccc1)C(=O)NCCOC (stereo unspecified)	-6%	-2%	7%	-6	5%	11%	13%	-29%	18%[59 µM]
CC1CCCCC12NC(=O)N(CC(=O)NCc1ccco1)C2=O (stereo unspecified)	176%[activator]	-7%	1%	1	0%	38%	4%	-5%	9%[12.7 µM]
CCN(CC)S(=O)(=O)c1ccc2nc(NC(=O)c3ccc(Br)o3)sc2c1	-5%	-7%	-1%	-2	-12%	20%[57 µM]	5%	29%	-5%[59 µM]
COc1ccccc1CNC(=O)COC(=O)c1cc([N+](=O)[O-])ccc1N1CCOCC1	-34%	-15%	-21%	1	5%	14%	-1%	-5%	6%
O=C(O)C1=C[C@@H](C2CCCCC2)C[C@@H](OCCCCO)O1	u	-20%	-2%	-4	-6%	36%	3%	-23%	-24%[59 µM]
O=C(Nc1ccccc1Oc1ccccc1)C1CC1	18%	0%	10%	4	3%	33%[activator]	-3%	20%	16%
CC1(C)Cc2cccc(OCC(=O)NCc3ccccc3)c2O1	-13%	-11%	-10%	7	13%	10%[57 µM]	8%	13%	x
CCCc1nc(SCC(=O)NNC(=O)C2CCCCC2)c2ccccc2n1	11%	-12%	-24%	-1	13%	14%	x	7%	4%
COc1ccc(-n2c(C)c(C)c3c(NCCO)ncnc32)cc1	x	u	u	7	3%	u	6%	31%	1%
CC(C)Nc1ccc(-c2nc(-c3ccccn3)no2)cc1[N+](=O)[O-]	0%	-8%	-9%	-5	4%	32%	1%	12%	3%[59 µM]
CCCCOc1ccccc1C1NC(=O)NC(C)=C1C(=O)OCc1ccco1 (stereo unspecified)	-4%	-23%	6%	-2	35%[activator]	15%	x	-10%	22µM*
Cc1ccnc(Nc2nc(-c3ccc(O)cc3O)cs2)c1	9%	u	50µM*	5	4%	-10%	8%	0%	79µM*
CC(NC(=O)CN1C(=O)NC2(CCCCCC2)C1=O)c1ccccc1Cl (stereo unspecified)	-4%	-14%	3%	5	-4%	20%	-3%	7%	16%[59 µM]
CC(=O)N(C)c1ccc(C(O)(C(F)(F)F)C(F)(F)F)cc1	7%	-13%	-11%	-23	6%	26%	7%	-4%	-4%[59 µM]
S=C(NCc1ccncc1)Nc1cc(Cl)cc(Cl)c1	17%	-4%	-5%	-2	12%	51%[activator]	24%	-10%	x
COc1c(C)oc2cc(O)ccc2c1=O	4%	-9%	4%	0	5%	27%	-4%	-2%	4%[59 µM]
c1cncc(-c2nc(NCC3CCCO3)c3ccccc3n2)c1 (stereo unspecified)	x	2%	9%	6	7%	29%	1%	4%	-6%
O=C(Cn1cncn1)c1ccc(F)cc1F	-11%	-9%	-26%	2	-5%	33%	-12%	-32%	-2%[59 µM]
COc1ccc(OC)c(NC(=O)Cn2c(=O)n(-c3ccc(Cl)cc3)c(=O)c3c(C)c(C)sc32)c1	-6%	4%	2%	-4	8%	32%	1%	-3%	5%[59 µM]
COc1ccc(N2CC(C)Cn3c2nc2c3c(=O)n(Cc3ccc(F)cc3)c(=O)n2C)c(OC)c1 (stereo unspecified)	-7%	-20%[57.1 µM]	u	0	5%	-22%	-1%	18%[11.4 µM]	u
Cc1sc(NC(=O)CSc2nnc(N)s2)c(C#N)c1C	3%	-6%	-2%	5	16%	38%	8%	-30%	-5%

Random excerpt: five records from the list
SMILES	ALOX12 inh	JMJD2A Tudor	BAZ2B inh	PI4K2A block	GLS inh	HP1b chromo inh	ERG-DNA inh	RGS4 inh	G9a inh
COc1c(C)oc2cc(O)ccc2c1=O	4%	-9%	4%	0	5%	27%	-4%	-2%	4%[59 µM]
O=C(O)C1=C[C@@H](C2CCCCC2)C[C@@H](OCCCCO)O1	u	-20%	-2%	-4	-6%	36%	3%	-23%	-24%[59 µM]
CC(=O)N(C)c1ccc(C(O)(C(F)(F)F)C(F)(F)F)cc1	7%	-13%	-11%	-23	6%	26%	7%	-4%	-4%[59 µM]
COc1ccc(N2CC(C)Cn3c2nc2c3c(=O)n(Cc3ccc(F)cc3)c(=O)n2C)c(OC)c1 (stereo unspecified)	-7%	-20%[57.1 µM]	u	0	5%	-22%	-1%	18%[11.4 µM]	u
Fc1ccc(Cc2cn3cc(-c4ccccc4)nc3s2)cc1	-16%	-14%	-12%	-18	0%	20%	0%	31%	-1%[59 µM]

Following part
SMILES	ALOX12 inh	JMJD2A Tudor	BAZ2B inh	PI4K2A block	GLS inh	HP1b chromo inh	ERG-DNA inh	RGS4 inh	G9a inh
Cc1nn(CCc2nc(-c3ccco3)cs2)c2[nH]c(=O)cc(C(F)(F)F)c12	7.9µM*	79µM*	u	-16	17%	u	x	u	u
CN(CC(=O)Nc1cccc(F)c1)C(=O)c1cn2ccccc2n1	u	-18%	u	2	5%	27%	-4%	-6%	-13%[12.7 µM]
O=C(Nc1ccc(N2CCOCC2)cc1)c1cccc(S(=O)(=O)N2CCOCC2)c1	-17%	-23%	x	0	35%[activator]	27%	-5%	12%	x
O=C(O)c1cccc2c1C(=O)c1ccc(N3CCCCC3)cc1S2(=O)=O	-16%	-17%	1%	-3	4%	33%	6%	2%	1%[2.33 µM]
Cc1ccc2oc(C(=O)N(Cc3nccn3C)C(C)C)c(C)c2c1	11%	2%	-18%[57.1 µM]	-5	-3%	25%	-13%	-18%	9%
CCc1ccc(OCC(=O)Nc2ccc3oc(-c4ccc(OC)cc4)nc3c2)cc1	-23%	-30%	-25%	2	4%	14%	-3%	12%	-9%[59 µM]
O=C1CC(N2CCSCC2)C(=O)N1c1cccc(Br)c1 (stereo unspecified)	-13%	-6%	-10%	3	-2%	33%	2%	-12%	u
O=C1Nc2ccc([N+](=O)[O-])cc2OC1CCN1CCN(Cc2ccccc2)CC1 (stereo unspecified)	0%	-25%	-20%	-2	-11%	32%	9%	-11%	u
CCOC(=O)CNC(=O)N1CCCC(CNS(=O)(=O)Cc2ccccc2)C1 (stereo unspecified)	-3%	-6%	-13%	1	4%	45%[activator]	-6%	2%	7%
Cc1ccc(-n2c(SCC(=O)N3CCC(C)CC3)nc3c([nH]c4ccccc43)c2=O)cc1	-6%	-10%	-1%	-7	10%	20%[57 µM]	4%	-23%	0%[59 µM]
COc1ccc(OC)c(CNC(=O)c2cc3cc4ccc(OC)cc4nc3o2)c1	-18%	-12%	x	0	5%	33%	2%	3%	5%[59 µM]
Cc1cc(=O)n2nc(N3CCC(C(=O)Nc4c(C)cccc4C)CC3)sc2n1	0%	-3%	0%	-3	3%	63%[activator]	-4%	-11%	35%[59 µM]
CCOc1ccccc1NC(=O)C(c1ccccc1)N1CCN(C(=O)c2ccco2)CC1 (stereo unspecified)	9%	-28%	-21%	7	-9%	20%	-15%	-21%	-5%[12.7 µM]
CS(=O)(=O)NCCNc1ccc(C(F)(F)F)cc1[N+](=O)[O-]	-9%	0%	-17%	9	3%	33%	-15%	-3%	-7%
CCCCOc1ccc(S(=O)(=O)N2CCN(c3ccc(N4CCN(CC)CC4)nn3)CC2)cc1	-42%	-18%	-4%	-7	-1%	36%	8%	-10%	8%[2.33 µM]
O=C(CN(Cc1ccc(F)cc1)C(=O)CCC(=O)Nc1nccs1)NCc1ccc(F)cc1	-4%	-1%	2%	-5	-9%	12%	-4%	-15%	-6%
CCc1ccc(C(=O)COC(=O)[C@@H](NC(N)=O)[C@@H](C)CC)cc1	u	-20%	-22%	4	3%	8%	-2%	-12%	1%

Given as a markdown table: part of the list above
| smiles | ALOX12 inh | JMJD2A Tudor | BAZ2B inh | PI4K2A block | GLS inh | HP1b chromo inh | ERG-DNA inh | RGS4 inh | G9a inh |
| --- | --- | --- | --- | --- | --- | --- | --- | --- | --- |
| Cc1ccc2oc(C(=O)N(Cc3nccn3C)C(C)C)c(C)c2c1 | 11% | 2% | -18%[57.1 µM] | -5 | -3% | 25% | -13% | -18% | 9% |
| CCc1ccc(OCC(=O)Nc2ccc3oc(-c4ccc(OC)cc4)nc3c2)cc1 | -23% | -30% | -25% | 2 | 4% | 14% | -3% | 12% | -9%[59 µM] |
| O=C1CC(N2CCSCC2)C(=O)N1c1cccc(Br)c1 (stereo unspecified) | -13% | -6% | -10% | 3 | -2% | 33% | 2% | -12% | u |
